HTR5A inv ctr – HTR5A inverse agonism, opioid heterodimer counter-screen | P47898 | HTR5A cell line, luminescence | inhibition, % at 9.3 µM | 340,000 tested, 0.083% active; in the data active means inhibition mostly above about 23%, no sharp cut-off; inactive means mostly below about 18%;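 further: 0% = cells with DMSO and 100% = no-cell wells with DMSO; some compounds called inactive have numbers as strong as hits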
Target sequence (P47898 whole entry, looked up): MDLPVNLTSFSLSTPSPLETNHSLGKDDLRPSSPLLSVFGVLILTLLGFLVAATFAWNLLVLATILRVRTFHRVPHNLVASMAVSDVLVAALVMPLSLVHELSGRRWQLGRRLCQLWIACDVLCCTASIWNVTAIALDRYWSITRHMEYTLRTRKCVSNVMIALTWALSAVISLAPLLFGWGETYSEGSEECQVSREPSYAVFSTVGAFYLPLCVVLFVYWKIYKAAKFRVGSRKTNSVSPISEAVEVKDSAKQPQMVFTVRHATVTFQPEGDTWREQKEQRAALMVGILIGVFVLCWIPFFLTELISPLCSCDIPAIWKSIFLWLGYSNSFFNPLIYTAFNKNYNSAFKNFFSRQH
Keap1 Nrf2 FP – disrupts human Keap1 binding to Nrf2 peptide. AID 504523. inhibition, % at 9.4 µM. Q14145. Keap1 Kelch-Nrf2 peptide fluorescence polarization, 1536-well. 340,000 tested, 0.15% active; in the data active means inhibition above about 12%;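 further: human Keap1 Kelch domain with fluorescein labeled Nrf2 9mer peptide probe; 0% = neutral control wells and 100% = peptide positive control; higher means more block of Keap1 binding to Nrf2 peptide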
Target sequence (Q14145 whole entry, looked up, the tested form may be a part): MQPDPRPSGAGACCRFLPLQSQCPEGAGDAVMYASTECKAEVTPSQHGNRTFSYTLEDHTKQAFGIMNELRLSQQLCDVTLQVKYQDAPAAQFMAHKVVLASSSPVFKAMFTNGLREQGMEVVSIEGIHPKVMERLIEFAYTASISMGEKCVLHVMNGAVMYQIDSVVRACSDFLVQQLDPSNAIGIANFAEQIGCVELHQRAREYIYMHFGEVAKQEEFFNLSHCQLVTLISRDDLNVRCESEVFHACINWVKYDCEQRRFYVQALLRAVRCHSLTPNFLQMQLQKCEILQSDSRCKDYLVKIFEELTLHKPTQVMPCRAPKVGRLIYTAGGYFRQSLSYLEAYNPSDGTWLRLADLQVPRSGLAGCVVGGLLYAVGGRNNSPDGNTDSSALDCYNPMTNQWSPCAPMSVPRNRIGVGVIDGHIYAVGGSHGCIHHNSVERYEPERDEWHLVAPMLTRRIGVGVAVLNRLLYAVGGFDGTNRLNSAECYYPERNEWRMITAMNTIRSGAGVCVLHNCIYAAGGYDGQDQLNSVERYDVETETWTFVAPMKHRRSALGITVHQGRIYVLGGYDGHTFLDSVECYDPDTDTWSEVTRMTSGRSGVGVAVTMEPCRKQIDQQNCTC
V-ATPase pH – regulators of yeast V-ATPase proton transport | 350,000 tested, 0.37% active | AID 504577 | S. cerevisiae, pHLuorin cytosolic pH fluorescence | response, % at 10 µM; in the data active means response mostly above about 7.3%, no sharp cut-off; inactive means mostly below about 5.4%; further: actives read high; inactives centre near 0; some compounds called inactive have numbers as strong as hits; reference of the scale not given here
HTR5A ag ctr – HTR5A agonism, opioid heterodimer counter-screen; P47898; HTR5A agonist assay, luminescence, cell-based; activation, % at 9.3 µM; 340,000 tested, 0.61% active; AID 504692; in the data active means activation mostly above about 9.5%, no sharp cut-off; inactive means mostly below about 7.6%;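 further: 0% = cells with vehicle only and 100% = reference agonist; strong numbers were not always called active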
MOR-DOR inv ag – inverse agonist of human OPRM1-OPRD1 heterodimerization; cell-based MOR-DOR heterodimer luminescence, inverse agonism; inhibition, % at 9.3 µM; 340,000 tested, 0.21% active; in the data active means inhibition above about 22%, passing the limit was not always enough;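 further: 0% = cells with DMSO and 100% = wells without cells with DMSO; values of inactives mirror those of a sister screen read the other way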
C-LANA FP – blocks KSHV LANA C-terminal domain binding to DNA. MBP-C-LANA/FAM-LBS DNA binding, fluorescence polarization. inhibition, % at 9 µM. 340,000 tested, 0.078% active. AID 504423;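 active means highest replicate inhibition at or above 60% at 9 µM, even if other replicates fall short; inactive means all replicates below 60% inhibition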;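 further: 0% = neutral control wells and 100% = 4 µM acridine orange control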
CAL PDZ FP – inhibitors of human CAL PDZ peptide binding; 300,000 tested, 0.92% active; inhibition, % at 24.9 µM; purified CAL PDZ, TMR-peptide fluorescence polarization, 1 h; Q9HD26; AID 602252;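 active means mean inhibition of at least 30% with at least half of replicates also reaching 30%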;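 further: 0% = DMSO neutral control and 100% = excess unlabeled competitor peptide PRC23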
RTF Ca sens act – cardiac RTF calcium sensitization | IANBD-labeled TnC RTF fluorescence at EC20 calcium; 0% EC20 calcium, 100% full calcium | P19429+P45379 | 340,000 tested, 0.24% active | AID 493008 | activation, % at 7.2 µM;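 active means activation above the mean over all tested compounds plus 3 SD, cut at about 30% in these data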;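 further: rise in fluorescence read as greater calcium sensitivity of cardiac thin filaments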
Cardiac RTF inh – cardiac RTF calcium desensitization. P19429+P45379. inhibition, % at 7.15 µM. IANBD-labeled cardiac RTF, Ca2+ fluorescence. 340,000 tested, 0.12% active;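 active means inhibition above the mean inhibition of all tested compounds plus 3 SD, cut at about 17% in these data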;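 further: assay run at fixed EC70 calcium of 1.6 mM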
OPRM1-OPRD1 ag – agonists of human mu-delta opioid receptor heterodimerization; cells, OPRM1-OPRD1 heterodimerization, luminescence; activation, % at 9.3 µM; 340,000 tested, 0.3% active; in the data active means activation above about 18%;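 further: 0% = vehicle-treated cells and 100% = reference agonist; values of inactives mirror those of a sister screen read the other way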
Starred values were filed as active, the others as inactive; / = not tested or not shown.

Each structure is followed by: HTR5A inv ctr | Keap1 Nrf2 FP | V-ATPase pH | HTR5A ag ctr | MOR-DOR inv ag | C-LANA FP | CAL PDZ FP | RTF Ca sens act | Cardiac RTF inh | OPRM1-OPRD1 ag
O=C(OCn1nnc2ccccc2c1=O)c1ccc(Br)o1
  -20.6 | 0.0 | -1.8 | 6.7 | 8.8 | -1.5 | -2.6 | 9.3 | -7.8 | -1.6
CCCc1cc(=O)[nH]c(Nc2ccc(Cl)cc2)n1
  12.7 | -2.6 | -1.3 | 4.8 | -17.4 | 0.3 | / | 2.9 | 4.6 | 3.4
O=S(=O)(c1ccc(F)cc1)n1ccc(-c2cnc(-c3ccccc3)s2)n1
  -9.1 | -0.3 | -1.9 | 3.5 | 2.5 | -0.6 | / | -7.9 | 5.3 | -0.4
Cc1onc(-c2c(F)cccc2Cl)c1C(=O)N1CCc2ccccc2C1
  3.9 | 5.0 | -0.2 | -3.0 | 13.5 | -0.8 | -1.6 | 5.5 | -17.8 | -2.4
COC(=O)c1ccc(C(=O)OC)c(NC(=S)N2CCCCC2C)c1 (stereo not drawn)
  10.7 | -4.0 | 1.1 | -1.5 | 15.7 | 1.6 | -2.1 | -4.8 | -0.3 | -3.0
Cc1ccc(Nc2nc3nonc3nc2N(C)C)cc1
  14.3 | 0.0 | 5.0 | 2.2 | 14.1 | -1.0 | -2.1 | -9.8 | 7.1 | -2.6
CN1CCN(S(=O)(=O)c2ccc(NC(=O)c3ccccc3F)cc2)CC1
  -29.1 | 1.2 | -1.4 | 8.6* | 2.3 | 4.0 | -4.4 | -4.5 | -5.0 | -0.5
COc1cc(C(C)=O)ccc1COc1ccc(C(=O)OC(C)C(=O)NC(N)=O)cc1OC (stereo not drawn)
  10.2 | -3.0 | 2.2 | -3.9 | 7.4 | -0.2 | -6.4 | -0.3 | -5.8 | -1.5
COc1cc(/C=N/NC(=O)c2cccc(C(=O)N/N=C/c3ccc(O)c(OC)c3)n2)ccc1O
  7.6 | 3.6 | -2.6 | -2.2 | 15.7 | 0.2 | -5.1 | 0.1 | -0.6 | -3.5
Cc1cc(C=O)c(C)n1-c1cccc(C(=O)O)c1
  2.5 | -5.9 | 0.4 | -1.0 | 1.7 | 8.3 | -2.6 | -3.1 | 4.5 | -0.3
Nn1c(Nc2ccc(Cl)cc2)nncc1=O
  -17.6 | 1.3 | -0.9 | -2.0 | 10.0 | -0.8 | -0.5 | 2.3 | 3.5 | -1.9
Cc1ccnc(NS(=O)(=O)c2ccc(NC(=O)C3COc4ccccc4O3)cc2)n1 (stereo not drawn)
  10.7 | -4.0 | -0.5 | -1.0 | 3.9 | 0.9 | -3.2 | -3.4 | 9.5 | -0.6
Cc1cccc(CCN2C(N(C)C)=NC[C@@H]2Cc2ccccc2)c1
  -7.5 | -2.2 | 5.1 | -0.1 | 11.8 | 1.9 | -3.7 | 4.2 | 0.8 | -2.0
COc1ccccc1N1CCN(CC(=O)Nc2nccs2)CC1
  -2.3 | -4.9 | 0.5 | 0.6 | 17.4 | -3.5 | 7.6 | -3.1 | -1.0 | -3.6
Cc1nc(C(=O)NC2CCOCC2)sc1C1(C)CC(c2cccc([N+](=O)[O-])c2)=NO1 (stereo not drawn)
  6.9 | 2.7 | 1.2 | -3.0 | -0.3 | -4.8 | -2.6 | -1.2 | 10.5 | 0.1
O=C(CSc1ccc2nnc(CCNC(=O)c3ccccc3)n2n1)Nc1ccccc1F
  -14.5 | -2.0 | 0.8 | 4.6 | 1.1 | 1.9 | -7.7 | 0.3 | -7.2 | -0.2
O=C(CN1C(=O)NC2(CCCC2)C1=O)N1CCN(S(=O)(=O)c2cc(Cl)ccc2Cl)CC1
  -1.0 | 1.9 | 1.6 | -2.5 | 4.4 | -0.3 | -6.1 | -4.1 | 0.3 | -1.1
O=C(c1cccc(N2C(=O)C3C4C=CC(C4)C3C2=O)c1)N1CCCCCC1 (stereo not drawn)
  6.4 | -1.3 | 0.2 | -2.5 | 5.5 | 4.1 | -3.9 | 4.8 | -4.1 | -1.1
Cc1ccc(N2C(=O)CSC2c2cccnc2)cc1F (stereo not drawn)
  -8.1 | -4.9 | 1.6 | 2.5 | 5.1 | -1.5 | / | -3.4 | 0.7 | -1.0
Cc1ccc(NC(=O)CSc2ncc(S(=O)(=O)c3ccccc3)c(=O)[nH]2)cc1C
  -7.1 | 0.4 | -0.5 | 1.5 | 11.0 | 0.6 | 1.2 | 10.0 | -3.3 | -2.1

Compound profiles, as listed above. Order of values: HTR5A inv ctr, Keap1 Nrf2 FP, V-ATPase pH, HTR5A ag ctr, MOR-DOR inv ag, C-LANA FP, CAL PDZ FP, RTF Ca sens act, Cardiac RTF inh, OPRM1-OPRD1 ag
COc1ccccc1N1CCN(CC(=O)Nc2nccs2)CC1 reads -2.3, -4.9, 0.5, 0.6, 17.4, -3.5, 7.6, -3.1, -1.0, -3.6
O=C(CN1C(=O)NC2(CCCC2)C1=O)N1CCN(S(=O)(=O)c2cc(Cl)ccc2Cl)CC1 reads -1.0, 1.9, 1.6, -2.5, 4.4, -0.3, -6.1, -4.1, 0.3, -1.1
Cc1ccc(Nc2nc3nonc3nc2N(C)C)cc1 reads 14.3, 0.0, 5.0, 2.2, 14.1, -1.0, -2.1, -9.8, 7.1, -2.6
Nn1c(Nc2ccc(Cl)cc2)nncc1=O reads -17.6, 1.3, -0.9, -2.0, 10.0, -0.8, -0.5, 2.3, 3.5, -1.9
COC(=O)c1ccc(C(=O)OC)c(NC(=S)N2CCCCC2C)c1 (stereo not drawn) reads 10.7, -4.0, 1.1, -1.5, 15.7, 1.6, -2.1, -4.8, -0.3, -3.0

Following part:
Each structure is followed by: HTR5A inv ctr | Keap1 Nrf2 FP | V-ATPase pH | HTR5A ag ctr | MOR-DOR inv ag | C-LANA FP | CAL PDZ FP | RTF Ca sens act | Cardiac RTF inh | OPRM1-OPRD1 ag
O=C(Cc1cccc2ccccc12)Nc1ccc2oc(-c3ccccc3)nc2c1
  -22.1 | -0.7 | 2.8 | 8.4 | -28.4 | 0.4 | -3.5 | 5.7 | -9.7 | 4.8
C/C=N/NC(=O)c1cc(Br)ccc1O
  -20.2 | -0.9 | 7.2 | 7.5 | -2.5 | 0.5 | -2.5 | 4.1 | 3.3 | 0.4
COc1ccc(NC(=O)CC2Nc3cccc4cccc(c34)NC2=O)cc1 (stereo not drawn)
  -4.3 | -4.8 | 2.4 | 1.6 | -46.4 | -0.2 | 5.3 | 7.2 | -12.4 | 10.1
COc1ccc(CCNC(=O)Cn2nnc(-c3ccc(OC)c(OC)c3)n2)cc1OC
  4.8 | -5.3 | -1.7 | -0.8 | 9.1 | -1.5 | 2.8 | 3.1 | -1.5 | -1.9
S=C(NCc1ccco1)Nc1ccc2c(c1)OCCO2
  9.3 | -7.6 | 1.5 | 1.8 | 11.5 | 1.3 | / | 2.7 | -6.2 | -2.2
Cc1ccc(N(CC(=O)NCc2ccc(F)cc2)C(=O)CCC(=O)Nc2ccccn2)cc1C
  10.7 | -4.6 | -0.7 | -4.4 | 11.7 | 1.0 | -2.5 | 2.0 | -9.2 | -2.1
COc1ccc(Nc2nc(N)c(C(=O)c3ccc(OC)cc3)s2)cc1
  -5.0 | -4.5 | -0.1 | 1.3 | -2.7 | 1.0 | / | -4.2 | -0.6 | 0.6
O=C(Nc1ccc(-c2csc(Nc3cccc(C(F)(F)F)c3)n2)cc1)c1cccc(C(F)(F)F)c1
  -11.9 | -5.9 | -1.0 | 4.4 | -2.3 | 0.9 | -4.0 | -3.7 | -10.8 | 0.4
CCCc1nc(SCC(=O)N2CCC(C)CC2)c2c(=O)n(C)c(=O)n(C)c2n1
  -10.6 | 0.3 | 1.3 | 3.4 | -4.7 | 2.0 | -4.8 | 1.0 | -6.4 | 0.9
c1ccc(OCCSc2nc3ccccc3[nH]2)cc1
  7.8 | -3.3 | 0.8 | -3.1 | 12.8 | -1.1 | 10.0 | -0.2 | 9.7 | -2.3
O=C(NNC(=O)c1ccc(Br)cc1)c1ccncc1
  10.6 | -2.4 | -0.4 | -3.1 | 9.9 | -0.4 | -1.3 | -0.9 | 2.5 | -2.0
COc1ccc(C/C(O)=C(\C#N)c2nc3ccccc3[nH]2)cc1OC
  -14.0 | -0.4 | -0.3 | 5.9 | 17.0 | -0.7 | -5.1 | -2.2 | -3.9 | -4.1
Nn1c(COc2ccccc2)nnc1SCC(=O)O
  3.0 | -2.9 | -6.6 | 2.7 | 0.8 | -2.4 | -3.1 | 3.1 | -1.1 | -0.1
O=C(NCC1CCCO1)c1ccc(COc2ccccc2Br)cc1 (stereo not drawn)
  -15.8 | -6.0 | 2.0 | 6.2 | 3.4 | -0.3 | -0.7 | 3.5 | -5.0 | -0.6
COc1ccccc1CNC(=O)c1c(N)n(CCCN2CCOCC2)c2nc3ccccc3nc12
  -8.7 | -3.6 | 0.6 | 3.6 | -21.6 | -1.0 | / | 4.0 | -8.0 | 4.1
OCCN1CCN(Cc2cc(Cl)c3cccnc3c2O)CC1
  6.9 | -2.2 | -1.0 | 4.0 | -1.7 | 0.7 | -7.2 | 5.0 | -4.0 | 0.3
COC(=O)N/N=C/c1cc(N=Nc2ccccc2)ccc1O
  16.2 | 1.5 | -3.3 | -5.5 | 0.4 | -1.1 | -0.4 | -8.0 | 5.3 | -0.1
Nc1nc2ccccc2n1C(=O)CCc1ccccc1
  1.1 | -4.9 | 4.6 | 0.5 | 7.5 | 1.1 | -0.9 | 5.6 | -8.3 | -1.4
CCN(C(=O)c1cnc2scc(C)n2c1=O)c1ccccc1C
  -8.2 | -5.1 | -0.3 | 3.4 | 4.1 | 3.5 | -2.8 | 2.0 | -3.4 | -0.7
O=C(O)C1CCN(C(=O)CCN2C(=O)S/C(=C\c3ccccc3)C2=O)CC1
  4.0 | -3.4 | 2.3 | -1.0 | 17.5 | 1.1 | -5.8 | 9.6 | -3.3 | -3.3
CCn1c(SCC(=O)OC2CCCCC2)nc2ccccc2c1=O
  20.8 | -1.8 | 1.4 | 1.6 | -12.7 | -0.5 | / | 7.0 | -1.7 | 2.4
COc1ccc(CNC(N)=O)cc1
  4.4 | -2.8 | 9.1 | 1.6 | -0.3 | -0.9 | 0.5 | 3.3 | -5.7 | 0.1
Cc1oc2ccc(OCc3c(F)cccc3Cl)cc2c1C(=O)O
  -22.6 | -4.3 | -0.8 | -0.4 | 14.1 | 0.1 | -4.8 | 1.3 | -5.3 | -2.7
CCN(CC(=O)Nc1ccccc1C(F)(F)F)CC(=O)NC1CC1
  -18.8 | -0.9 | 1.1 | 5.6 | -1.5 | -3.0 | -1.1 | 1.1 | -2.0 | 0.4
O=C(C(c1ccccc1)N1CCOCC1)N1CCOCC1 (stereo not drawn)
  -8.7 | -5.8 | -0.9 | 3.4 | 14.9 | -0.1 | 5.7 | -5.2 | 0.1 | -3.0
Cc1occc1C(=O)Nc1cccc(/C=C/C(=O)O)c1
  -17.5 | -3.9 | 1.9 | -3.2 | 10.7 | 4.2 | -1.5 | -4.4 | -3.9 | -2.0
O=C(NCc1cccc(Br)c1)c1cc(-c2ccccc2)nn1CC1CC(c2cccnc2)=NO1 (stereo not drawn)
  -2.6 | -1.1 | 2.2 | -5.8 | -2.0 | -1.4 | -3.7 | 7.2 | -3.0 | 0.4
CC(C)C[C@H](NC(=O)OC(C)(C)C)C(=O)N[C@@H](CO)[C@H](O)[C@@H]1C[C@@H]1C(=O)NC1CCCCC1
  1.6 | -2.4 | 25.8* | -0.9 | 6.2 | -5.1 | 5.3 | -4.5 | -11.7 | -1.1

Compound activity from PubChem.
